EphB4 ephrin blk: EphB4-ephrin-B2 interaction antagonists, primary screen, biochemical, TNYL-RAW peptide probe, fluorescence polarization; actives 0.15% (n = 97,000); inhibition, % at 7 µM; AID 720, 2007; EphB4 LBD / TNYL-RAW-Alexa532 peptide; Ephrin type-B receptor 4 (Homo sapiens), P54760;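 active = inhibition above the screen-wide mean inhibition plus 3 SD, cut at about 15% in these data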;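 note: 0% = DMSO wells and 100% = excess unlabeled TNYL-RAW peptide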
CYP2C19 act: human CYP2C19 activators, primary screen, biochemical, luminescence. Cytochrome P450 2C19 (Homo sapiens), P33261. activation factor at 5 µM. 96,000 tested, under 10 active. recombinant CYP2C19, luciferin-H EGE luminescence; active compounds read high; 0 = fully inhibited enzyme, 1 = untreated enzyme;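 active = activation factor of at least 2 at 5 µM in the primary screen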;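 note: 0 = wells with 2.5 mM tranylcypromine and 1 = vehicle-only wells; values of inactives mirror those of a sister screen read the other way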
Target sequence (P33261 whole entry, looked up): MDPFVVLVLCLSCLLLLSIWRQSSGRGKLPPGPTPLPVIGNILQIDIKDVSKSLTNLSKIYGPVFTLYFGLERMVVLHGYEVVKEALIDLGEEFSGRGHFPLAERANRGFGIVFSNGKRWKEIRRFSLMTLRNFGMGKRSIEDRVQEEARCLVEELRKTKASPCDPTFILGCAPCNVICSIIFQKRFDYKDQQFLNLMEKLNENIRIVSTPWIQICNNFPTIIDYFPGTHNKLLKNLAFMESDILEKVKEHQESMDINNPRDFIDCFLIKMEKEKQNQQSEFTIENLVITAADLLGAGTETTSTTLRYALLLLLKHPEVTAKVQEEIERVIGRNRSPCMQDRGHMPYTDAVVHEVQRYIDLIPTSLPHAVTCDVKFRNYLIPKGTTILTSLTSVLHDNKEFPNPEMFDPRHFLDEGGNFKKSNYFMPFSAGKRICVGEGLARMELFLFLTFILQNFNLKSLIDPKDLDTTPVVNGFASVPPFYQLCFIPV
CYP2C19 inh: blockers of cytochrome P450 2C19 activity – biochemical, luminescence, ADME assay, primary screen. P33261. inhibition, % at 5 µM. actives 21% (n = 96,000). AID 778, 2007. CYP2C19 Supersomes, luciferin-H EGE luminescence, 30 min;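 active = CYP2C19 inhibition above a set limit at 5 µM in the primary screen, cut at about 50% in these data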;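 note: plate controls were negative control wells for no effect and 2.5 mM tranylcypromine positive control for full effect; values of inactives mirror those of a sister screen read the other way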
CYP2C9 activ: human CYP2C9 activators, primary screen, biochemical, luminescence; Cytochrome P450 2C9 (Homo sapiens), P11712; recombinant CYP2C9, luciferin-H conversion; active compounds read high; factor 1 = untreated enzyme, 0 = blocked; activation factor at 5 µM; actives 1.4% (n = 96,000);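 active = activation factor of 2 or more for CYP2C9 at a 5 µM dose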;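 note: 0 = sulfaphenazole-blocked wells and 1 = vehicle-only wells; values of inactives mirror those of a sister screen read the other way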
PostGolgi yeast: phenotypic screen on post-Golgi transport, primary screen; actives 0.9% (n = 98,000); post-Golgi transport phenotypic cell assay; inhibition, % at 10 µM; in the data active = inhibition above about 30%;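 note: yeast cells grown in 1536-well plates; yeast grown about 18 h at 30C before absorbance read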
Pyk2 oligo antag: antagonists of Pyk2 self-association, primary screen, Q293 cells, FERM NanoBiT luminescence, HTS. Protein-tyrosine kinase 2-beta (Homo sapiens), Q14289. active compounds read low. z-score (the deposit names both 25 µM and 10 µM). actives 0.83% (n = 99,000). AID 1347419, 2020;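 active = Z-score of -3 or lower, scaled per plate to the spread of control and sample wells; inactive = z-score above -3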;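 note: negative z-score means lost luminescence so less FERM oligomerization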
Ecoli WT expand: growth inhibitors of wild-type E. coli, primary screen, strain BW25113, expanded library, OD600; AID 710, 2007; growth inhibition, % at 100 µM; OD600 absorbance; actives 0.15% (n = 98,000);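 active = growth inhibition above about 50% at one test dose, limit read from the data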;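 note: growth measured after 20 h incubation at 37 °C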
PLAP act: PLAP enzyme activators, biochemical, luminescence, HTS; Alkaline phosphatase, placental type (Homo sapiens), P05187; actives 1.2% (n = 96,000); activation fold at 20 µM; AID 696, 2007; purified PLAP enzyme, luminescent substrate read-out; active compounds read high; in the data active = activation fold above about 2
Target sequence (P05187 whole entry, looked up): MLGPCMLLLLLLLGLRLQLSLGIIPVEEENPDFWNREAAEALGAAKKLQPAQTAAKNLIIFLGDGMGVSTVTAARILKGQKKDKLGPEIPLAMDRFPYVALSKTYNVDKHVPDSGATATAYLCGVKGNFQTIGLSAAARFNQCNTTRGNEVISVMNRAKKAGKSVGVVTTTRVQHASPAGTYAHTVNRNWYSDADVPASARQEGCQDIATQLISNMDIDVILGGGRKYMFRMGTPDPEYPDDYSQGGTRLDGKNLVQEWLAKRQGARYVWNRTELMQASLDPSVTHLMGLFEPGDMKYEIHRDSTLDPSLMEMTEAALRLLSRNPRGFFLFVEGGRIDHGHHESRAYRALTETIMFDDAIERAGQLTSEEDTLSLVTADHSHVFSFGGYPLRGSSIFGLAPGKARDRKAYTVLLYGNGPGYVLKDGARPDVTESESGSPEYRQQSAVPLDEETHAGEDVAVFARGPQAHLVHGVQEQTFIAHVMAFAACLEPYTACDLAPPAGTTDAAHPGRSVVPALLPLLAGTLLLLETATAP
CYP2C9 inh: blockers of cytochrome P450 2C9 activity – biochemical, luminescence, ADME assay, primary screen | CYP2C9 Supersomes, luciferin-H conversion | P11712 | AID 777, 2007 | actives 20% (n = 96,000) | inhibition, % at 5 µM;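 active = blocking of liver enzyme CYP2C9 beyond about 50% at 5 µM, limit read from the data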; note: values of inactives mirror those of a sister screen read the other way
* hit, by the source's call; / = not tested or not shown.

SMILES	EphB4 ephrin blk	CYP2C19 act	CYP2C19 inh	CYP2C9 activ	PostGolgi yeast	Pyk2 oligo antag	Ecoli WT expand	PLAP act	CYP2C9 inh
O=C(NC1CC2CCC(C1)N2C(=O)NCc1ccccc1)NC12CC3CC(CC(C3)C1)C2 (stereo not drawn)	-3	0.9	11	1	-1	-0.61	-4	1	2
O=C1CCCCC(=O)c2ccccc2N1	1	0.9	12	0.9	6	0.63	-6	1.1	14
CCOC(=O)CSc1nnc(CNC(=O)c2ccc(OC)c(OC)c2)n1C	-1	1.2	-20	1.2	3	0.36	2	1.1	-19
Cc1ccccc1CSCC(=O)NC1CCCC1	6	0.6	44	0.7	8	2	7	0.8	31
CCOC(=O)N1CCN(C(=O)NC23CC4CC(CC(C4)C2)C3)CC1	0	0.8	20	0.9	13	-0.35	4	1	13
O=C(N1CCOCC1)N1CCOCC1	-7	1	-3	1.1	-1	0.44	6	1	-8
Cc1cccc(N2CCN(S(=O)(=O)c3ccc4[nH]c(=O)c(=O)[nH]c4c3)CC2C)c1 (stereo not drawn)	1	0.8	20	0.5	1	/	-3	2.2*	52*
O=C(NCc1ccco1)c1cnc2sccn2c1=O	-6	1	-4	0.8	-12	/	7	0.9	18
CC(C)CCOc1ccc(C(CC(N)=O)C(=O)O)cc1 (stereo not drawn)	3	1	2	1.1	7	0.21	-3	1	-10
Cn1c(N2CCN(C(=O)NCc3ccccc3)CC2)nc2ccccc21	-4	0.9	6	0.8	-16	0.39	-4	0.9	17
Cc1nc2ccc(S(=O)(=O)NCC(=O)N3CCCC(C)C3)cc2s1 (stereo not drawn)	-3	0.7	30	1	5	0.35	3	1.1	-2
COc1ccc(NC(=O)/C(C#N)=C/c2ccc(Br)o2)cc1	-8	1.1	-10	1.1	-1	-0.25	-5	1	-11
CCC(Sc1nc2ccccc2c(=O)[nH]1)C(=O)O (stereo not drawn)	3	1.1	-10	1	0	2.6	-13	1	3
CC(C)(C)OC(=O)N[C@@H](Cc1ccccc1)C(=O)N1CCC(C(=O)O)CC1	3	0.8	17	1.1	-18	-0.53	3	0.9	-7
N#CC1=C(SCc2ccccc2)NC2=C(C(=O)CCC2)C1c1ccc2c(c1)OCO2 (stereo not drawn)	-3	0.6	40	0.6	-3	-1.1	4	1	43
CCOC(=O)c1c(C)[nH]c(C(=O)CSc2ccc(Cl)cc2)c1C	-2	0.7	29	0.3	15	-0.22	0	0.7	71*
COc1ccc(-n2c(Cc3cccn3C)nnc2SCC(=O)Nc2cccc(F)c2)cc1	/	0.5	51*	0.5	16	/	-8	1.6	50*
c1ccc(N2CCN(c3nc(-c4ccccn4)nc4ccccc34)CC2)cc1	-3	0.7	32	0.4	3	-0.39	7	1.4	59*
CN(C)/C=N/C(=S)Nc1ccc(F)cc1	-1	1.1	-7	1.1	-1	-0.1	3	0.9	-14
CCCOC(=O)c1ccc(Cl)c(NC(=O)c2ccc(-c3ccccc3)cc2)c1	-6	1.1	-9	1.1	0	0.91	-8	1	-13

Sorted by the number under PLAP act (rising): 4 of the compounds above
SMILES,PLAP act
CCOC(=O)c1c(C)[nH]c(C(=O)CSc2ccc(Cl)cc2)c1C,0.7
CCC(Sc1nc2ccccc2c(=O)[nH]1)C(=O)O (stereo not drawn),1
c1ccc(N2CCN(c3nc(-c4ccccn4)nc4ccccc34)CC2)cc1,1.4
COc1ccc(-n2c(Cc3cccn3C)nnc2SCC(=O)Nc2cccc(F)c2)cc1,1.6

(more compounds)
SMILES	EphB4 ephrin blk	CYP2C19 act	CYP2C19 inh	CYP2C9 activ	PostGolgi yeast	Pyk2 oligo antag	Ecoli WT expand	PLAP act	CYP2C9 inh
CC(C)Cn1c(CN(C)Cc2ccccc2)nc2c1c(=O)n(C)c(=O)n2C	5	0.9	12	0.2	1	/	-1	1.3	81*
CC(c1ccc(Cl)cc1)n1c(-c2ccc3ccccc3n2)n[nH]c1=S (stereo not drawn)	-2	0.9	7	0.8	3	-0.49	2	1	15
Cc1nc(NC2=NCN(Cc3cccnc3)CN2)nc2ccccc12	/	1	-2	0.6	/	0.4	/	0.8	40
C=C(C)C1CC=C(CN2CCC(O)CC2)CC1 (stereo not drawn)	2	1.1	-12	1	-7	-0.31	-2	1.5	4
O=C1c2ccccc2C(=O)N1CCC(=O)N1CCCc2ccccc21	0	0.7	32	1	9	-0.52	5	1	5
Nc1nc2nonc2nc1N1CCCCC1	-6	1	-4	1.1	-1	0.24	9	0.8	-6
Nc1nonc1-c1nc2ccccc2n1CCC(=O)O	8	1	-2	0.9	2	0.19	4	1	14
Cc1ccc2[nH]c3c(c2c1)CN(C(=O)CN1CCSCC1)CC3	2	0.5	51*	0.8	2	/	4	1.2	15
CC1(C)CC(=O)C2=C(C1)NC(=O)CC2c1ccc(N(CCC#N)CCC#N)cc1 (stereo not drawn)	/	1.1	-7	1.1	-4	-0.04	-3	1	-8
Cc1cc(C)cc(OCC(=O)Nc2cccc(-c3nc4ncccc4o3)c2)c1	-6	0.8	19	0.8	-4	/	-4	0.9	24
Cc1csc(NC(=O)c2cccc(Cn3nc(C)c(Br)c3C)c2)n1	1	0.1	93*	0.1	8	-1.6	-1	1.2	90*
CC1(C)SCC(C(=O)O)N1C=O (stereo not drawn)	-6	1.1	-14	1	3	0.01	-10	1	3
CCN=C1SC(CC(=O)Nc2sc3c(c2C#N)CCCC3)C(=O)N1CC (stereo not drawn)	-1	0.8	20	0.5	-13	0.05	-14	1.5	53*
COc1cc(OC)nc(NC(=O)COC(=O)C2CCCCC2)n1	-4	0.7	29	0.7	5	-0.12	1	1.1	31
CCOC(=O)c1cc(-c2ccc(Cl)cc2)nc2onc(C)c12	-5	0.8	25	0.6	-8	/	-8	1.3	41
O=C(c1cccs1)N(Cc1cccc(Cl)c1)C1CCS(=O)(=O)C1 (stereo not drawn)	-5	0.8	17	0.7	1	0	0	0.9	28
O=C1OCc2cc(NS(=O)(=O)c3cccs3)ccc21	0	0.2	76*	0.1	0	-0.53	8	1.1	89*
O=C(Nc1ccccc1)C1CC(=O)N(C2CCCCC2)C1 (stereo not drawn)	-4	0.7	35	1	-8	0.51	2	1.2	-1
COC(=O)c1cc(Br)ccc1-c1ccc(/C=N/n2nnnc2N)o1	2	0.4	56*	0.6	-2	0.19	2	0.8	38
CC(C)n1c(=O)[nH]c2ccccc21	-4	1	-2	1.1	0	0.65	6	0.9	-10
CCOC(=O)c1cccc(NC(=O)CSc2nnc(-c3cccnc3)n2CC)c1	4	0.5	53*	0.4	-5	-0.13	0	1.3	64*
CCOC(=O)CN1CC23C=CC(O2)C(C(=O)NC2CCCC2)C3C1=O (stereo not drawn)	/	1.1	-9	1.1	5	/	-1	1.2	-8
Cc1cc(Nc2nc3ccccc3nc2Cl)n(-c2ccccc2)n1	-4	0.6	44	0.7	11	0.45	5	1	28
C=CCOC(=O)C1=C(C)NC(=O)NC1c1cn(-c2ccccc2)nc1-c1cccs1 (stereo not drawn)	1	0.3	68*	0.2	-1	-2.6	5	1.3	79*
O=C(c1ccccc1)N1CCOC12CCN(c1ncc(C(F)(F)F)cc1Cl)CC2	4	1	-4	0.9	18	0.11	1	0.8	11
OCCNCCOc1ccccc1F	-6	0.9	6	1	-2	0.71	7	0.9	-3
COc1ccc(OC)c(S(=O)(=O)N2Cc3ccccc3CC2C(=O)O)c1 (stereo not drawn)	3	0.9	12	0.9	1	0.99	1	1.1	8
CCCN1C(=O)/C(=C/c2ccc(C)s2)SC1=Nc1ccc(OC)cc1	-2	1	-5	0.8	-2	0.26	-12	0.9	18
CSc1nsc(SC)c1C(=O)OCC(F)(F)F	-4	0.8	17	1	-4	0.7	5	1	3
Cc1ccc(Nc2cc(=O)oc3ccccc23)c(C)c1	4	0.8	16	0.7	18	-2.7	-12	1	31
Clc1ccc(OCCOCCN2CCCCC2)c(Br)c1	-6	0.7	30	0.9	42*	0.25	16	1.4	11
CC1(CC(=O)O)SC(=O)NC1=O (stereo not drawn)	6	1.1	-15	1.4	-4	0.09	-5	1	-36
Cc1ccc(/C(N)=N/OC(=O)C23CC4CC(CC(C4)C2)C3)cc1	9	0.9	7	1	7	1	-1	0.7	2
O=C(O)c1ccc(COCC(F)(F)F)cc1	8	1.1	-5	1	12	-0.19	-7	1.1	-2
CCC(=O)Nc1ccc(S(=O)(=O)NCC2CCCO2)cc1 (stereo not drawn)	1	0.6	45	1	4	0.47	3	1	-2
CCOC(=O)C1CCCN(CC(=O)Nc2c(F)c(F)c(F)c(F)c2F)C1 (stereo not drawn)	4	0.8	24	0.8	-2	-0.03	28	1	19
COc1ccc(CCNC(=O)CSc2nnc(-c3cccc(F)c3)o2)cc1OC	0	0	96*	0.2	-3	0.84	1	1.5	81*
Cc1cccc(C)c1NC(=O)CN(C)CC(=O)Nc1ccccc1Br	-2	0.6	36	0.7	9	0.86	-1	1.4	26
Cn1c(SCC(=O)NCc2ccc3c(c2)OCO3)nnc1-c1cccs1	/	1	0	0.4	6	2.2	1	0.9	65*
CCOCCCNC(=O)CSc1ccccc1	6	0.7	28	0.9	1	1.2	2	0.8	11
Cc1ccccc1N(CC(=O)NC1CCCC1)C(=O)CS(=O)CC(=O)Nc1ccc2c(c1)OCO2 (stereo not drawn)	-7	0.8	22	0.1	4	0.48	-14	1.7	90*
CN1CCN(c2ccc(S(=O)(=O)N3CCCCC3)cn2)CC1	2	1.1	-7	1.1	0	-3.9*	-1	0.9	-11
Cn1nc([N+](=O)[O-])nc1Oc1ccccc1	-3	0.9	7	1.2	4	0.5	8	1.3	-16
CN1CCN(c2cc(-c3ccccc3)nc3cc(-c4ccc(F)cc4)nn23)CC1	-1	0.7	34	0.6	23	-0.46	-5	1.8	37
Cc1cccc(C(=O)Nc2ccccc2C(=O)OCc2c(C)noc2C)c1	0	0.5	46	0.1	3	-1.3	-10	1.1	86*
CN1CC(c2ccccc2)C2(COc3ccccc3C2=O)C12C(=O)Nc1ccccc12 (stereo not drawn)	-4	0.5	47	0.8	5	-2.8	1	0.9	20
CC(=O)N(c1ccc(Cl)cc1)c1c[nH]c2ccccc12	-3	0.1	92*	0.3	9	-1.8	0	1.1	70*
CCOc1ccc(NS(=O)(=O)c2ccc(NS(=O)(=O)c3ccc(SC)cc3)cc2)cc1	3	0.7	35	0.1	8	-0.33	-18	1.5	87*
O=C(CNC(=O)c1ccco1)OCc1ccc(C(=O)Oc2ccccc2)cc1	2	0.5	46	0.4	9	2.5	-6	1.3	58*
CC(NC(=O)c1ccc(CS(=O)(=O)c2ccc(Cl)cc2)o1)c1ccc2c(c1)OCCO2 (stereo not drawn)	1	0.5	50	0.3	4	-0.5	-2	0.8	74*
O=C(c1cc(Br)c(Br)s1)N1CCN(C/C=C/c2ccccc2)CC1	-2	0.7	27	0.8	8	-0.69	-24	1.5	17
O=c1c2ccccc2nc(SCc2ccccc2Cl)n1Cc1ccccc1	-1	/	/	/	-2	-0.3	-11	1.1	/
CC(=O)Nc1nonc1NC(=O)CSc1ncn[nH]1	11	1	4	0.8	-1	1.3	-4	1.4	18

Looked up by structure from the list above (2):
SMILES	EphB4 ephrin blk	CYP2C19 act	CYP2C19 inh	CYP2C9 activ	PostGolgi yeast	Pyk2 oligo antag	Ecoli WT expand	PLAP act	CYP2C9 inh
CCOc1ccc(NS(=O)(=O)c2ccc(NS(=O)(=O)c3ccc(SC)cc3)cc2)cc1	3	0.7	35	0.1	8	-0.33	-18	1.5	87*
CN1CCN(c2ccc(S(=O)(=O)N3CCCCC3)cn2)CC1	2	1.1	-7	1.1	0	-3.9*	-1	0.9	-11

Screens deposited in PubChem by several laboratories.
